Bioassay records deposited in PubChem BioAssay by several laboratories.
SUMO1 PPI mod – modulators of SUMO1 protein-protein interactions, primary screen, biochemical, uHTS; Small ubiquitin-related modifier 1 (Homo sapiens), P63165; SUMO1 binding to a labelled peptide, TR-FRET, 1 h; inhibition, % at 20 µM; 360,000 tested, 0.33% active; AID 602429, 2012; in the data active = inhibition above about 37%
Target sequence (P63165 whole entry, looked up): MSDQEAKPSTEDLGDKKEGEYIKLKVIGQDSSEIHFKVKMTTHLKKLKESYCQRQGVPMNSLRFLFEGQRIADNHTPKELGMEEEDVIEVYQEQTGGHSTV
LMPTP block – LMPTP phosphatase inhibitors, primary screen, biochemical, fluorescence intensity, uHTS; Low molecular weight phosphotyrosine protein phosphatase (Homo sapiens), P24666; recombinant LMPTP-A, OMFP fluorogenic substrate; inhibition, % at 20 µM; 360,000 tested, 0.22% active;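 active = compounds that cut the enzyme signal by at least half of the control window in the single-dose screen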;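 note: plate controls were DMSO wells with enzyme plus substrate for no effect and substrate without enzyme for full effect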
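test system = LMPTP-A | amount = 0.625 nM LMPTP-A final | reagent = fluorogenic phosphatase substrate OMFP at 400 µM final | incubation = 50 min at room temperature | benchmarks = no-enzyme low control, uninhibited high control | medium = Bis-Tris pH 6.0, DTT, detergent | signal = fluorescence intensity of OMFP turnover product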
MsrA inhibitor – bovine MsrA enzyme inhibitors, primary screen, biochemical, absorbance, HTS; Methionine sulfoxide reductase A (Bos taurus); purified bovine MsrA, absorbance read-out; inhibition, % at 15.5 µM; 360,000 tested, 0.75% active; in the data active = inhibition above about 4.5%;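 note: 0% = vehicle wells with enzyme and 100% = reference inhibitor wells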
STEP inh – STEP phosphatase inhibitors, primary screen, biochemical, fluorescence intensity, uHTS; Tyrosine-protein phosphatase non-receptor type 5 (Homo sapiens), P54829; recombinant STEP, OMFP fluorogenic substrate; inhibition, % at 20 µM; 360,000 tested, 0.25% active; AID 588621, 2011;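 active = inhibition at 20 µM, scaled per plate between control wells, above about 37%, limit read from the data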;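 note: 0% = DMSO with enzyme and substrate and 100% = substrate only without enzyme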
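System: isolated STEP enzyme; schedule: 20 min enzyme reaction at room temperature, protected from light; medium: Bis-Tris buffer pH 6.0, 2.5 mM DTT, 0.005% Tween 20; signal: fluorescence, 480/540 nm; dosing: single compound dose of 20 µM, 1% DMSO final; also added: OMFP substrate, 25 µM final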
CendR NRP1 mod – modulators of CendR peptide binding to NRP-1, primary screen, biochemical, fluorescence polarization, uHTS; FAM-RPARPAR peptide binding to NRP-1; Neuropilin-1 (Homo sapiens), O14786; 360,000 tested, 0.85% active; inhibition, % at 25 µM;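 active = inhibition or corrected inhibition above about 18%, plus a signal ratio from 0.5 to 1.5, limit read from the data, passing the limit was not always enough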; note: strong numbers were not always called active
TbMetRS inhib – T. brucei MetRS inhibitors, primary screen, biochemical, luminescence | methionyl-tRNA synthetase (Trypanosoma brucei brucei) | purified T. brucei MetRS, ATP depletion, Kinase-Glo luminescence | inhibition, % at 11.9 µM | 360,000 tested, 0.4% active | AID 624268, 2012;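 active = inhibition above a per-plate cutoff of the control wells' mean inhibition plus 3 SD, cut at about 5.5% in these data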;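 note: 0% = DMSO wells median and 100% = median of wells with control inhibitor compound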
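Material – parasite MetRS enzyme · Medium – HEPES-MgCl2-KCl buffer plus DTT, spermine, BSA, pyrophosphatase · Reagent – ATP, methionine and E. coli bulk tRNA substrates · Times – 15 min enzyme-compound preincubation, 2 h reaction, 10 min detection, 25 °C · Measured by – luminescence of leftover ATP · Evaluation – percent inhibition relative to median high and low control wells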
DNMT1 block – human DNMT1 methyltransferase inhibitors, primary screen, biochemical, molecular beacon, fluorescence, HinP1I cleavage, uHTS. DNA (cytosine-5)-methyltransferase 1 (Homo sapiens), P26358. 360,000 tested, 0.83% active. inhibition (reported as % activation of signal), % at 10 µM; in the data active = inhibition above about 50%
Scp1 inh – Scp-1 phosphatase inhibitors, primary screen, biochemical, colorimetric, uHTS; Carboxy-terminal domain RNA polymerase II polypeptide A small phosphatase 1 (Homo …; Recombinant Scp1, phosphopeptide, malachite green phosphate absorbance; inhibition, % at 20 µM; 340,000 tested, 0.88% active; AID 493091, 2011;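 active = inhibition above about 50% at 20 µM, limit read from the data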;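 note: plate controls were DMSO wells with enzyme for no effect and wells lacking enzyme for full effect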
Target sequence (Q9GZU7 76-261 limits assumed): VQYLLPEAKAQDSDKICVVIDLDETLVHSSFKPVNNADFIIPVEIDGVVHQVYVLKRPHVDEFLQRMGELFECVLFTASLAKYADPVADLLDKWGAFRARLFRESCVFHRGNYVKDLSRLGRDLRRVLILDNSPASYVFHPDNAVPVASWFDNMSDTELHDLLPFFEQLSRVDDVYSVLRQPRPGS
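System: SCP-1 catalytic domain; Reagent: Phospho 17-mer peptide substrate; Doses: one concentration, 20 µM, with 1.0% DMSO; Incubation: 45 min room-temperature reaction, 5 min colour, 30 min stabiliser; Signal: Phosphate-binding colour reagent, absorbance read at 630 nm.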
MsrA act – bovine MsrA enzyme activators, primary screen, biochemical, absorbance, HTS; purified bovine MsrA, absorbance read-out; Methionine sulfoxide reductase A (Bos taurus); activation, % at 10.6 µM; 360,000 tested, 0.3% active; AID 602163, 2012; in the data active = activation above about 7.5%;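 note: 0% = vehicle and 100% = reference activator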
E coli Lon inh – inhibitors of E. coli Lon protease, primary screen, biochemical, fluorescence polarization; purified E. coli Lon protease; inhibition, % at 7.94 µM; 360,000 tested, 0.42% active; in the data active = inhibition above about 13%, passing the limit was not always enough;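 note: 0% = enzyme with probe and DMSO and 100% = no enzyme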
Target sequence (P0A9M0 whole entry, looked up): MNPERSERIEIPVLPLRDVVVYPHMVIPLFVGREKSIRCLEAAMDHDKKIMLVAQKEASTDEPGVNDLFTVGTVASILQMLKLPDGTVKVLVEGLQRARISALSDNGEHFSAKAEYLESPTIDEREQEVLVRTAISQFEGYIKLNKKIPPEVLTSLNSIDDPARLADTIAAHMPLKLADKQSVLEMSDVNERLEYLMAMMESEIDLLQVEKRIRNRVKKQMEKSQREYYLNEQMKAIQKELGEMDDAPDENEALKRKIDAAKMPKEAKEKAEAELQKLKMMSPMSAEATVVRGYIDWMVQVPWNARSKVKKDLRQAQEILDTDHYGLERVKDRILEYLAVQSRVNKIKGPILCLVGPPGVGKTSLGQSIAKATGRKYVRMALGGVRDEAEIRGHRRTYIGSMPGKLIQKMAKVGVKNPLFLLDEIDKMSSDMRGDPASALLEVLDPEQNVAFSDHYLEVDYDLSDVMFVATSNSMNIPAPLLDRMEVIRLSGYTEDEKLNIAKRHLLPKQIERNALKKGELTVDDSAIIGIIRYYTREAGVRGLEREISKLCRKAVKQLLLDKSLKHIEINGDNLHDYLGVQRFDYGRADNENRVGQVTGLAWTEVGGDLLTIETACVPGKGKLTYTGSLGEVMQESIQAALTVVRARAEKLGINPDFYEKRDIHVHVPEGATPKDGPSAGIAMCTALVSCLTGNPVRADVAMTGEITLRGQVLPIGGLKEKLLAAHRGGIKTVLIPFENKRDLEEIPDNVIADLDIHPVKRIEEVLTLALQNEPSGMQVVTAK
* marks the source's active call; other numbers are inactive results.

The opening 4 entries, to show the layout:
SUMO1 PPI mod,LMPTP block,MsrA inhibitor,STEP inh,CendR NRP1 mod,TbMetRS inhib,DNMT1 block,Scp1 inh,MsrA act,E coli Lon inh,SMILES
1.3,-0.4,-1.0,1.0,4.1,0.1,3.7,-6.5,-0.9,-4.4,COc1ccccc1NS(=O)(=O)c1cn(C)cn1
0.0,-1.7,-0.1,-2.4,-4.0,-0.2,3.0,0.4,2.6,-6.0,O=C(C1Cc2ccccc2CN1S(=O)(=O)c1ccc(F)cc1)N1CCCCCC1 (stereo not drawn)
-3.5,-0.1,-0.2,0.5,-10.3,-0.7,0.4,-7.2,-1.7,-7.8,COc1ccc2c(-c3ccccc3)cc3nnnn3c2c1
1.6,-0.5,-0.1,-1.0,6.8,-1.0,-0.1,5.3,-11.8,2.5,NC(=O)C(c1ccccn1)c1ncc(C(F)(F)F)cc1Cl (stereo not drawn)

Results, from the first entry:
SUMO1 PPI mod,LMPTP block,MsrA inhibitor,STEP inh,CendR NRP1 mod,TbMetRS inhib,DNMT1 block,Scp1 inh,MsrA act,E coli Lon inh,SMILES
1.3,-0.4,-1.0,1.0,4.1,0.1,3.7,-6.5,-0.9,-4.4,COc1ccccc1NS(=O)(=O)c1cn(C)cn1
0.0,-1.7,-0.1,-2.4,-4.0,-0.2,3.0,0.4,2.6,-6.0,O=C(C1Cc2ccccc2CN1S(=O)(=O)c1ccc(F)cc1)N1CCCCCC1 (stereo not drawn)
-3.5,-0.1,-0.2,0.5,-10.3,-0.7,0.4,-7.2,-1.7,-7.8,COc1ccc2c(-c3ccccc3)cc3nnnn3c2c1
1.6,-0.5,-0.1,-1.0,6.8,-1.0,-0.1,5.3,-11.8,2.5,NC(=O)C(c1ccccn1)c1ncc(C(F)(F)F)cc1Cl (stereo not drawn)
-26.3,-0.4,2.2,-2.3,-0.9,-0.1,-2.7,-7.0,-2.9,1.4,OCc1ccc(N=Nc2ccccc2)cc1
-12.5,-2.4,-0.3,-2.3,-13.4,-0.7,4.1,14.2,-2.4,7.2,Cc1ncc(CO)c2c1Oc1nc(-c3ccccc3)nc(SCC(=O)N3CCOCC3)c1C2
4.3,0.8,1.6,1.7,-4.9,-0.8,-4.4,-2.7,-9.3,-2.9,COc1ccc(C(=O)Nc2ccc(O)cc2C(=O)O)cc1
6.6,-0.7,-0.5,0.2,-0.3,0.3,-6.4,-7.0,-2.1,2.4,COc1ccccc1C1C2=C(CCCC2=O)N(CC(=O)O)C2=C1C(=O)CCC2
-0.6,-1.8,0.0,-2.9,-4.6,-1.2,-1.0,-9.3,-0.4,-11.0,O=C(N1CCN(CCO)CC1)N1c2ccccc2C=Cc2ccccc21
5.6,0.0,-0.2,1.8,5.9,-0.1,7.0,-3.9,0.5,-7.2,COc1ccc(-c2noc(N3CCC(C(=O)Nc4ccc(F)cc4)CC3)n2)cc1
6.3,1.2,0.6,9.9,11.5,0.2,3.4,-4.0,0.1,9.6,Fc1ccc(/C=N/n2c(C3CCCCC3)n[nH]c2=S)cc1
-0.7,2.7,-0.4,-0.3,4.6,0.3,0.2,-12.4,-3.4,4.8,Cc1cccc(NC(=O)C(C)OC(=O)c2ccccc2NS(=O)(=O)c2cc(C)c(C)c([N+](=O)[O-])c2)c1 (stereo not drawn)
-1.0,-2.5,-1.2,2.1,13.2,-0.3,-8.4,-1.9,-4.4,-14.6,O=C1C2C3CCC(O3)C2C(=O)N1c1cccc(O)c1 (stereo not drawn)
1.9,-2.3,1.6,-5.1,-20.0,-0.6,-5.8,-17.7,-7.9,-73.1,CCOC(=O)CSC1=C(C#N)C(c2ccccc2OCC)C(C#N)C(=O)N1 (stereo not drawn)
5.5,3.9,-1.1,1.8,-11.3,0.2,1.5,-4.9,0.4,-2.9,O=C(N/C=N/OCc1ccc(Cl)cc1Cl)NOCc1c(Cl)cccc1Cl
-2.5,-1.5,-0.2,0.2,-9.8,0.0,6.8,-15.3,-1.6,15.2,COc1ccc(CC(=O)OCC(=O)NC2CCCC(C)C2C)cc1 (stereo not drawn)
103.2*,35.0,-0.5,54.3*,-141.1,0.8,87.0*,96.7*,-6.2,-9.5,O=C(O)CCCN1C(=O)/C(=C/C=C/c2ccco2)SC1=S
3.4,-0.2,0.5,-2.3,-13.0,0.2,4.5,0.7,-2.0,4.9,COc1ccc(NC(=O)CCc2nc3ccccc3c(=O)[nH]2)cc1S(=O)(=O)N1CCCCC1
-0.5,1.7,2.3,2.5,6.3,-0.1,1.2,-12.4,-2.4,-3.0,Cc1ccc(C)c(NC(=O)CN2C(=O)NC(CCc3ccccc3)C2=O)c1 (stereo not drawn)
0.0,-1.8,-0.7,-2.5,3.4,-0.5,-1.0,-3.3,-7.2,0.6,CCS(=O)(=O)N1CCC(C(=O)N2CCN(Cc3ccccc3)CC2)CC1
1.4,-0.1,0.2,0.8,-5.3,-0.2,-6.7,-1.8,0.9,-1.2,Cc1cc(=O)[nH]c2[nH][nH]c(=O)c12
-1.5,-2.0,0.5,-4.4,15.9,-0.4,-0.5,-2.7,-4.4,6.6,CC[C@]12C(=O)N(C)C[C@H]([C@@H]3C(=O)N(C)C(=O)[C@@H]31)N2C(=O)c1ccc(Br)cc1
-0.9,0.4,0.1,-1.9,-3.7,-0.2,4.4,-0.7,-1.2,-13.5,O=C(Nc1ccncc1)C1CCN(S(=O)(=O)c2ccc(Cl)c(C(F)(F)F)c2)CC1
8.0,-0.7,-0.7,1.3,-4.7,-0.2,19.7,26.4,-0.7,-0.2,Nc1nc(SCC(=O)Nc2ncc(Cl)cc2Cl)n[nH]1
-17.0,-0.4,2.6,0.2,-2.6,0.0,-0.8,-2.2,-5.4,6.0,Cc1nn(C)cc1/C=C1\CCC/C(=C\c2cn(C)nc2C)C1=O
9.8,0.1,2.2,-2.3,2.4,-0.1,-0.2,-7.1,-4.4,-9.1,Cc1ccnc(NS(=O)(=O)c2ccc(NC(=O)c3oc4ccccc4c3C)cc2)n1
6.7,2.8,-0.5,3.6,-7.7,-0.1,-6.9,-10.7,1.0,-2.4,COc1cc2c(cc1OC)C(=O)N1[C@H]3c4ccccc4OC[C@@H]3[C@H](c3ccccc3)[C@]1(C)C(=O)N2
-0.8,-1.5,-0.5,0.0,9.0,-0.6,0.0,-7.4,-1.3,14.2,COC(=O)C1=NN(C(=O)c2ccc(Br)cc2)C(O)(C(C)(C)C)C1 (stereo not drawn)
-12.7,-0.1,1.6,1.7,21.9*,-0.7,1.0,-1.9,3.2,4.0,COc1cc(/C=N\NC(=O)CNC(=O)c2cccc([N+](=O)[O-])c2)ccc1O
0.4,-0.7,0.3,-4.9,6.0,1.7,-3.9,-0.9,-0.7,-5.1,O=C(Nc1ncc2c(n1)-c1ccccc1CC2)C1CC1
-0.5,-1.0,0.0,-1.8,6.2,0.0,1.8,-2.6,-3.4,0.7,CCN=C1SC(C(=O)Nc2cccc(C)c2)CC(=O)N1CC (stereo not drawn)
14.8,2.4,-0.3,2.3,0.9,-1.8,-0.1,-20.5,-4.1,-13.0,N#Cc1ccc(Oc2ccc(-c3nc4ccccc4nc3-c3ccccc3)cc2)cc1C#N
-4.0,5.2,3.4,3.8,-6.9,-0.7,-7.2,-9.5,2.4,-4.5,O=C(Nc1c(F)cccc1F)c1cnc(N2CCN(c3ccccn3)CC2)c2ccccc12
2.1,5.9,-0.9,-0.7,-5.7,-0.9,20.1,3.0,-4.1,-1.4,O=C(Nc1ccc(Cl)cc1)Nc1nnc(SCc2ccccc2)s1
-0.3,-0.8,0.6,0.6,9.2,-0.3,4.5,-7.4,-2.8,5.6,CCn1c(SCC(=O)OC)nnc1-c1ccc(C)cc1
-0.9,-1.6,1.7,3.6,-7.2,-1.5,3.2,-8.7,-6.7,1.8,COc1ccc(S(=O)(=O)N(CCN2CCOCC2)Cc2cc(OC)ccc2OC)cc1
1.0,-1.2,-0.5,0.3,9.7,-0.3,-1.0,-3.6,-2.1,-0.8,Cc1cc(C(=O)NCCc2ccccc2)c2cc(F)ccc2n1
-0.9,-1.1,-0.4,0.1,-3.9,0.0,-2.6,-7.8,-1.0,-1.8,Cc1ccc(C(=O)NN2C(=O)C3C4c5ccccc5C(c5ccccc54)[C@@H]3C2=O)cc1 (stereo partly drawn)
-28.3,-0.7,-0.5,1.2,-9.6,-0.3,-2.3,0.0,-7.7,4.1,CC1Cc2ccccc2N1C(=O)c1nn(C)cc1Br (stereo not drawn)
5.1,-0.1,0.6,-1.1,-10.6,-1.4,1.9,-11.3,-6.1,-14.6,C#C[C@]1(O)CC[C@H]2[C@@H]3CCC4=Cc5oncc5C[C@]4(C)[C@H]3CC[C@@]21C
0.5,-0.2,0.3,12.1,4.0,-0.3,3.9,-1.9,0.4,1.4,CCOc1ccc(CCNC(=O)C2CCN(c3nn4c(=O)cc(C)nc4s3)CC2)cc1
8.5,0.4,-0.1,-0.2,3.4,-0.1,3.2,-1.0,-1.7,16.2,CCCCNC(=O)c1onc(CSc2nc3ccccc3[nH]2)c1C(=O)NCCCC
5.7,-0.8,3.5,0.9,4.0,-0.1,2.2,-5.2,5.0,-11.0,COc1ccc2c(C)cc(=S)[nH]c2c1
-1.3,4.6,0.1,-5.7,-31.3,-0.2,6.7,10.3,-5.6,-2.6,COC(=O)c1ccccc1NC(=O)c1ccc2nccnc2c1
2.4,0.0,-0.9,-3.8,-6.1,-1.7,8.2,1.9,-12.8,-2.1,O=C1CC(C(=O)Nc2ccccc2)C2(CCCC2)O1 (stereo not drawn)
7.8,2.1,-1.2,1.6,-4.0,-0.2,93.7*,-4.8,0.9,-12.8,Cc1cccc(NC(=O)CSCC(=O)Nc2ccccc2N2CCCCC2)c1
-14.7,-0.9,2.4,1.6,-20.6,-0.6,-12.8,-1.0,-0.8,10.2,CCC1(C)Cc2c(C#N)c(N)sc(=S)c2CO1 (stereo not drawn)
-0.1,-2.1,0.0,-0.8,-0.7,-0.5,0.6,-2.2,-10.2,4.1,N#Cc1cccnc1N1CCN(C(=O)COCC(=O)O)CC1
